OX1R antagonist = human HCRTR1 antagonism. CHO/OX1R cells, Fluo-8 calcium fluorescence, orexin A. O43613. AID 434989. inhibition, % at 5 µM. 330,000 tested, 0.43% active;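 active means inhibition above its plate's threshold, mean inhibition of all tested compounds on the plate plus 3 SD, cut at about 37% in these data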;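 further: 0% = orexin A challenge wells and 100% = SB-334867-A antagonist wells; not every result past the cut was called active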
Target sequence (O43613 whole entry, looked up): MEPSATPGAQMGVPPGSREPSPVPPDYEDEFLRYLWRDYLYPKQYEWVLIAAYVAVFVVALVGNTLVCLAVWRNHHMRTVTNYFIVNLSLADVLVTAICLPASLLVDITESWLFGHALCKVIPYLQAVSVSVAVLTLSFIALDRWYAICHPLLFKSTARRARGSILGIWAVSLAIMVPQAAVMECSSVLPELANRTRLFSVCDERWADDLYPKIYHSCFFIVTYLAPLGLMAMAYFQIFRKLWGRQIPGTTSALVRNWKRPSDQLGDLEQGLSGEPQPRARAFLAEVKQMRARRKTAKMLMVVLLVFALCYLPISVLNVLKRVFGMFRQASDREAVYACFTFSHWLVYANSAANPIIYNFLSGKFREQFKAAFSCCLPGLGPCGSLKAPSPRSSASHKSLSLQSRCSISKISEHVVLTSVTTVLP
CHT PAM = human CHT allosteric activation. Q9GZV3. AID 488977. CHT-expressing cells, membrane potential dye, choline EC20; hits give high values; LV-AA mutant CHT in HEK293 cells. B-score at 10 µM. 310,000 tested, 0.49% active;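 active means initial fluorescence not abnormally high and integrated response B-score, plate-corrected, over 3 SD above library mean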
Target sequence (Q9GZV3 whole entry, looked up): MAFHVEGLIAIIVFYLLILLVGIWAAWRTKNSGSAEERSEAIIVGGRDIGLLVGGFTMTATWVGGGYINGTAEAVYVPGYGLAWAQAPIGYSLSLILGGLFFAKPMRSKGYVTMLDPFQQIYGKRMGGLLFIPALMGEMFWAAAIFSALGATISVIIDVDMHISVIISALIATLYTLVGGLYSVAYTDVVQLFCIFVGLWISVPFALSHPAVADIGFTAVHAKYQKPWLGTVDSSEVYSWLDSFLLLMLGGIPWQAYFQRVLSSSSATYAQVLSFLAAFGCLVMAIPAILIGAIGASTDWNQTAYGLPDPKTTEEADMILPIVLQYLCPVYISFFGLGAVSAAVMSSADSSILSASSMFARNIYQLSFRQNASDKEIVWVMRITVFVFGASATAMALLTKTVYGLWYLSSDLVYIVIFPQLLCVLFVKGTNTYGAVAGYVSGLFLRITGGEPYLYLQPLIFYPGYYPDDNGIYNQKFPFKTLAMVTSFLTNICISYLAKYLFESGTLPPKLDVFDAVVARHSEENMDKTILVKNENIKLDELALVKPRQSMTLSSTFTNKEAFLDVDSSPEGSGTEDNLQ
An asterisk follows results filed as active; i = inactive; x = not tested or not shown. An unsorted share of the library; 0.8% or so of the library scored in one or more.

| Molecule | OX1R antagonist | CHT PAM |
| --- | --- | --- |
| NS(=O)(=O)c1ccc(NC(=S)NC2CCCCC2)cc1 | 1.3 | i |
| COCC(=O)NC1CCN(C(=O)Nc2ccc(Br)cc2)CC1 | -3.9 | i |
| Cc1ccc(S(=O)(=O)NCCCCCC(=O)NC(C)(C)CO)cc1 | -11.0 | i |
| COc1ccc(/C=N/Nc2ncc(-c3ccccc3)cn2)c(OC)c1 | -43.8 | i |
| Cc1ccc(NS(=O)(=O)c2ccc3c(c2)NC(=O)CCS3)c(Br)c1 | -29.3 | i |
| CCCC1=C(C(=O)OCC)C(c2cc(Cl)cc(OC)c2OCC(=O)OCC)NC(=O)N1 (stereo not given) | -36.6 | i |
| Cc1ccc(NC(=O)C2c3ccccc3Oc3ccccc32)nc1 | -31.6 | i |
| COc1ccc2nc(C)cc(NCc3ccc(F)cc3)c2c1 | 23.6 | i |
| Cc1noc(/C=C/c2ccco2)c1S(=O)(=O)N1CCC(C(=O)Nc2ccc(Cl)cn2)CC1 | 3.3 | i |
| CCOC(=O)c1cn(-c2c(C)n(C)n(-c3ccccc3)c2=O)c2c(F)c(F)c(F)cc2c1=O | -13.6 | i |
| CC(OC(=O)c1nc(Cl)ccc1Cl)C(=O)NC1CCCCC1C (stereo not given) | -17.3 | x |
| CCNC(=O)CN1c2cccc3cccc(c23)S1(=O)=O | -7.4 | i |
| COC(=O)/C=C/C(=O)NCc1ccco1 | -5.7 | i |
| CC(C)(C)c1csc(NC(=O)Cn2cnc3ccccc3c2=O)n1 | -37.0 | i |
| O=C(COC(=O)Cc1ccsc1)NC1CCCCCC1 | -12.5 | i |
| CCc1ccc(-c2csc3ncn(Cc4ccc(C(=O)O)cc4)c(=O)c23)cc1 | 9.9 | i |
| CSc1ccccc1NC(=O)CSc1nnc(COc2ccccc2)o1 | -11.9 | i |
| N/C(=N\OC(=O)CCCOc1ccccc1)c1cccc(Br)c1 | -5.0 | i |
| CC(C)(C)C(=O)Nc1nnc(CCc2ccccc2)s1 | -26.3 | i |
| COC(=O)c1ccc(Cn2nc(-c3ccc(C)cc3)ccc2=O)cc1 | -34.9 | i |
| CCOc1ncccc1C(=O)OCC(=O)c1cc(OC)c(OC)c(OC)c1 | -22.7 | i |
| O=C1Cc2ccccc2C(c2ccc(Br)cc2)N1 (stereo not given) | -19.2 | i |
| Cc1ccc(-c2csc(NC(=O)c3cc([N+](=O)[O-])ccc3N3CCOCC3)n2)cc1 | -9.0 | i |
| CS(=O)(=O)N(Cc1cc2ccccc2[nH]c1=O)C1CCCCC1 | -3.0 | i |
| COc1ccc(C(=O)NC(=S)Nc2ccc([N+](=O)[O-])cc2C)cc1OC | -21.3 | i |
| CCCCN(C(=O)CNC(=O)c1ccco1)C(C(=O)NC1CCCC1)c1ccc(OC)cc1 (stereo not given) | -35.4 | i |
| CCn1nnnc1SCC(=O)NNC(=O)C1CCCCC1 | -3.7 | i |
| COCC(=O)N(Cc1cc2ccc(C)cc2[nH]c1=O)c1cccc(C)c1 | -22.9 | i |
| O=C(c1ccccc1)N(Cc1ccc2c(c1)OCO2)Cc1nc2ccccc2c(=O)[nH]1 | -8.8 | i |
| O=C(CN1CCN(Cc2ccccc2)C1=O)NCc1ccc(Cl)cc1 | -25.8 | i |
| Cc1ccccc1NC(=O)Cc1nc(COC(=O)CCNS(=O)(=O)c2ccccc2)cs1 | -21.9 | i |
| O=C(NCc1ccc(F)cc1)c1cc2ccccc2o1 | -17.3 | i |
| Nc1nonc1C(=Nc1ccc(Br)cc1)NO | 4.6 | i |
| COc1ccc(/C=C/C(=O)NC(=S)Nc2ccc(S(N)(=O)=O)cc2)cc1 | -17.0 | i |
| O=S1(=O)CCO[C@H]2Cc3ccccc3[C@H]2N1Cc1ccc(Cl)cc1 | 8.9 | i |
| COc1cccc(CNC(=O)CS(=O)(=O)Cc2nc(-c3ccc(C)cc3)oc2C)c1OC | -40.8 | i |
| CCn1nc(C(=O)NCC2COc3ccccc3O2)c2ccccc2c1=O (stereo not given) | -26.4 | x |
| CCOc1ccccc1NC(=O)C(NCCN(C)C)c1ccccc1 (stereo not given) | -7.7 | i |
| CCOc1ccccc1CN1CCNC(=O)C1CC(=O)NCc1nccn1CC (stereo not given) | -5.5 | i |
| CCOc1ccc(NC(=O)CN2C(=O)C3CC=CCC3C2=O)cc1 (stereo not given) | -17.0 | i |
| COc1cccc(OCc2nnc(SCC(=O)OC3CCCCC3)n2C)c1 | -6.0 | i |
| CCOc1ccc(C(O)Cn2c(=N)n(CCN3CCCCC3)c3ccccc32)cc1 (stereo not given) | -23.3 | i |
| COc1ccc(NC(=S)N(CCc2c(C)[nH]c3ccc(C)cc23)Cc2cccnc2)cc1 | -15.8 | i |
| CC(=O)C(C(C)=O)C(NC(=O)c1cccnc1)(C(F)(F)F)C(F)(F)F | -2.5 | i |
| CC1=CC(=O)C=C/C1=C(/c1ccc(O)cc1C)c1ccccc1S(=O)(=O)O | -13.7 | x |
| COc1ccc2oc(=O)c(C(=O)NCC3CCCO3)cc2c1 (stereo not given) | -10.1 | i |
| Cc1cc(C)c(NC(=O)CSc2nc3ncc(Cl)cc3[nH]2)c(C)c1 | -27.5 | i |
| C(#Cc1ccc2c(c1)COc1c3ccccc3nn1-2)c1ccccc1 | -49.7 | i |
| CCOC(=O)C(NC(=O)c1ccc(F)cc1)(Nc1sc2c(c1C(N)=O)CCC2)C(F)(F)F (stereo not given) | -5.0 | i |
| COc1ccccc1N(CC(O)CN1C(=O)NC(C)(C)C1=O)S(=O)(=O)c1ccc(C)cc1 (stereo not given) | -20.0 | i |
| Cc1ccc(S(=O)(=O)c2nc(-c3ccco3)oc2N2CCC(C)CC2)cc1 | 4.4 | i |
| CN(C)c1ccc(CNC(=O)c2cc(S(=O)(=O)N3CCOCC3)cn2C)cc1 | -15.4 | i |
| Cc1ccccc1C(O)c1ccccn1 (stereo not given) | 5.2 | i |
| CCOc1ccccc1NC(=O)c1oc2ccccc2c1NC(=O)C1CCCO1 (stereo not given) | -10.9 | i |
| Cc1nn(C)c(C)c1S(=O)(=O)N1CCC(C(=O)NC2CCCc3ccccc32)CC1 (stereo not given) | -26.9 | i |
| Cc1c(NC(=O)COC(=O)C2(c3ccccc3F)CCCC2)c(=O)n(-c2ccccc2)n1C | -23.2 | i |
| Cc1cccc(/C=N/NC(=O)c2cccc([N+](=O)[O-])c2)n1 | -16.0 | i |
| COc1cc(C(=O)NCC(=O)Nc2c(C)cccc2C)ccc1OCC(=O)N1CCOCC1 | -1.8 | x |
| CN(C)S(=O)(=O)c1ccc2c(c1)c(=O)c(C(=O)N1CCN(c3ccccn3)CC1)cn2C | 2.4 | i |
| CCCCNC(=O)O/N=C(\N)CS(=O)(=O)C(C)(C)C | -15.5 | i |

The results go on.
| Molecule | OX1R antagonist | CHT PAM |
| --- | --- | --- |
| COC(=O)Nc1nc(C)c(C(=O)N(C)C)s1 | -3.2 | i |
| O=S(=O)(/N=C(\[O-])C[n+]1ccccc1)c1ccc(Cl)cc1 | -2.8 | i |
| CCCC(O)(CCC)C(=O)NN1CCCCC1 | -1.4 | i |
| CC(=O)N/C(=C\c1ccccc1)C(=O)OCC(=O)NC(=O)c1ccccc1 | -3.8 | i |
| COc1cccc(-c2nnn(CC(=O)N3CCCCC3)n2)c1 | -20.5 | i |
| COc1ccccc1C(=O)NC(=O)COC(=O)CCNS(=O)(=O)c1ccccc1 | -10.7 | i |
| COc1cccc(NC(=O)NCCCN2CCN(c3ccc(F)cc3)CC2)c1 | 3.8 | i |
| c1ccc(-c2ncnc3nc4n(c23)CCC4)cc1 | -1.7 | i |
| CNC(=S)N(CCc1ccc(OC)c(OC)c1)Cc1cc2c(C)cc(C)cc2[nH]c1=O | -16.5 | i |
| CSc1ncc(C(=O)Nc2ccccc2Cl)c(C)n1 | -12.4 | i |
| Cc1nn(C)c(Cl)c1NC(=O)OCc1ccc(Cl)cc1Cl | -2.6 | i |
| COc1ccc(/C=C2\C(=O)ON=C2c2cccc([N+](=O)[O-])c2)cc1 | -16.3 | i |
| O=C(NCc1cccnc1)Nc1ccc(Cl)c(Cl)c1 | -18.8 | i |
| COc1ccc(OC)c(-n2cnc3cc(C(=O)NCCCN4CCOCC4)ccc32)c1 | -28.9 | i |
| Cc1cc(Cl)ccc1OCC(=O)N1CC(C)CC(C)C1 (stereo not given) | -41.5 | i |
| CC(=O)NC1=C(Nc2ccc(N(C)C)cc2)C(=O)c2ccccc2C1=O | -13.1 | i |
| CSCCC(NC(=O)c1ccco1)C(=O)OCC(=O)N1c2ccccc2NC(=O)C1(C)C (stereo not given) | -20.3 | x |
| CCC(C(=O)Nc1cc(Cl)c(OC)cc1OC)c1ccccc1 (stereo not given) | -28.8 | i |
| COc1ccccc1C(=O)N1CC(=O)Nc2ccc(C)cc2C1c1ccc(F)cc1 (stereo not given) | -27.6 | i |
| COc1cc2c(cc1OC)-c1cc(NC3CCCCCCC3)nc(=O)n1CC2 | -18.1 | i |
| CCCN=C1N(C)C[C@@H]2[C@@H]3C(=O)N(C)C(=O)[C@@H]3[C@](C)(C(=O)OC)N12 | 9.6 | x |
| COc1nc(NC(C)(C)C)nc(Oc2ccc(=O)n(-c3ccccc3)n2)n1 | -6.2 | i |
| O=C(Cc1csc(NC(=O)Nc2ccc(Cl)cc2)n1)NCc1ccccn1 | -17.4 | i |
| CC(C)N(C(=O)[C@H]1C[C@H](CC(=O)NCCc2ccccn2)C(=O)N2CCc3c([nH]c4cc(CCC(=O)N(C)C)ccc34)[C@]12C)C(C)C | -29.6 | x |
| CCOC(=O)CCNC(=O)Nc1cc2nc(C)n(Cc3cccc(Cl)c3)c2nc1C | -13.5 | i |
| Nc1ccc(C(=O)N2CCN(S(=O)(=O)c3ccc4c(c3)OCCCO4)CC2)cc1[N+](=O)[O-] | -16.3 | x |
| Cc1ccc(OCC(=O)Nc2ccc(C(=O)O)cc2NC(=O)COc2ccc(C)c(C)c2)cc1C | -14.6 | i |
| Cn1c(NC2CCCCC2)c(N=O)c(=O)n(C)c1=O | 3.0 | i |
| COc1cccc(CN2CCNC(=O)C2CC(=O)N2CCCCO2)c1OC (stereo not given) | -2.1 | i |
| CS(=O)(=O)c1ccccc1C(=O)N1CCN(Cc2ccccc2)CC1 | -3.4 | i |
| COc1ccccc1NC(C)C(=O)Nc1ccc(C(C)=O)cc1 (stereo not given) | -2.9 | i |
| CCc1cc(CNC(=O)c2cccc(OC3CCN(S(C)(=O)=O)CC3)c2)on1 | -26.1 | i |
| CN(C(=O)COC(=O)c1c2c(nc3ccccc13)CCCC2)c1c(N)n(Cc2ccccc2)c(=O)[nH]c1=O | -27.2 | i |
| CC(C)(C)NC(=O)c1cccc2c1-c1ccccc1C2=O | -17.3 | i |
| O=S(=O)(NCCc1ccccc1)c1cccc2cccnc12 | -21.1 | i |
| Cc1ccc(NC(=O)c2ccccc2Cl)c(Cl)c1 | -21.6 | i |
| CNC(=O)[C@@]1(Cc2ccccc2)C=C[C@@H](C)N1C(=O)OC | -4.9 | i |
| COc1ccc(C)cc1NS(=O)(=O)c1cn(C)c(=O)n(C)c1=O | -9.3 | i |
| Cc1ccccc1S(=O)(=O)Cc1ccc(C(=O)N2CC(C)CC(C)C2)o1 (stereo not given) | -35.6 | i |
| Cn1c2c(c(=O)n(C)c1=O)NC1(N2)C(=O)Nc2ccccc21 (stereo not given) | -1.6 | i |
| CC[C@H](C)[C@H]1O[C@]2(CC[C@@H]1C)C[C@@H]1C[C@@H](CC=C(C)[C@@H](O[C@H]3C[C@H](OC)[C@@H](O[C@H]4C[C@H](OC)[C@@H](O)[C@H](C)O4)[C@H](C)O3)[C@@H](C)C=CC=C3CO[C@@H]4[C@H](O)C(C)=C[C@@H](C(=O)O1)[C@]34O)O2 | -31.9 | i |
| O=C(O)c1ccc(CNC(=O)C2CCCN2C(=O)OCc2ccccc2)cc1 (stereo not given) | x | i |
| COc1ccc(-n2nnnc2Sc2ccc(S(=O)(=O)N3CCOCC3)cn2)cc1 | -22.9 | i |
| COc1cccc(CN(c2ccc3c(c2)CCC3)S(=O)(=O)c2ccc(-n3cnnn3)c(OC)c2)c1 | -21.6 | i |
| O=C(Nc1ccccc1)c1cccnc1NCCc1ccccc1 | -36.2 | i |
| CN(C)C(=C(C#N)C#N)N1CCN(c2ccc(Cl)c(Cl)c2)CC1 | -18.3 | i |
| Cc1ccc(-c2nc(C(=O)NCC3CCCO3)cc3c2[nH]c2ccccc23)cc1 (stereo not given) | -15.0 | i |
| CCCCN(CC)C(=O)c1ccc(Cl)cc1 | 7.1 | i |
| O=C(CN1CCN(C(=O)C2CCCO2)CC1)Nc1cc(C(F)(F)F)ccc1Cl (stereo not given) | 2.2 | i |
| Cc1ccc(OCCNC(=O)c2ccccc2F)cc1 | -28.3 | i |
| Cc1ccccc1C(=O)NC(CC(C)C)C(=O)Nc1cccc(S(=O)(=O)N(C)C)c1 (stereo not given) | -21.4 | i |
| O=C(O)c1ccc([N+](=O)[O-])c(CS(=O)(=O)c2ccc(Cl)cc2)c1 | -9.7 | i |

Reprinted from the results shown for reference:
| Molecule | OX1R antagonist | CHT PAM |
| --- | --- | --- |
| CC(C)(C)NC(=O)c1cccc2c1-c1ccccc1C2=O | -17.3 | i |
| O=S(=O)(NCCc1ccccc1)c1cccc2cccnc12 | -21.1 | i |
| Cc1ccc(NC(=O)c2ccccc2Cl)c(Cl)c1 | -21.6 | i |
| CNC(=O)[C@@]1(Cc2ccccc2)C=C[C@@H](C)N1C(=O)OC | -4.9 | i |
| COc1ccc(C)cc1NS(=O)(=O)c1cn(C)c(=O)n(C)c1=O | -9.3 | i |
| Cc1ccccc1S(=O)(=O)Cc1ccc(C(=O)N2CC(C)CC(C)C2)o1 (stereo not given) | -35.6 | i |

Source: PubChem BioAssay (several laboratories)
